Cneo AK release – Cryptococcus neoformans lysis via adenylate kinase release. lysis activity, % at 15 µM. C. neoformans lysis, adenylate kinase release luminescence, 4 h; normalised: neutral wells 0, clomiphene wells 100. 360,000 compounds, 0.2% hits;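 active means mean lysis activity across replicates of at least 80%, whatever share of replicates individually reach that level; inactive means mean lysis activity below 80%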
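Signal: Adenylate kinase release luminescence | Assay system: Log-phase Cryptococcus neoformans yeast cells | Input: Cells at 5 × 10^6 per mL | Buffer or medium: Fresh YPD growth medium | Compound: Single dose | Schedule: Static 4 h at 37 °C with compound, 1 h detection | Controls: Clomiphene | Read-out: Luminescence rise reflecting yeast cell lysis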
FN deposition inh – fibronectin deposition inhibition; inhibition, % at 12.6 µM; 350,000 compounds, 0.086% hits; AH1F fibroblasts, Alexa488-fibronectin deposition fluorescence, overnight;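 active means mean inhibition across replicates of 30% or more, regardless of how many single replicates reach that level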;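 further: positive control wells lacked labelled fibronectin entirely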
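test system = AH1F fibroblasts assembling fluorescent fibronectin matrix | quantity = 10000 AH1F cells per well | buffer or medium = DMEM plus 2% serum, read in PBS | doses = single dose, pinned | incubation = 1 h cell attachment, overnight exposure to compound and label | detection = fluorescence at 485 nm excitation, 525 nm emission | read-out basis = inhibition from reduced deposited-fibronectin fluorescence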
miR-122 sensor – miR-122 inhibition in Huh7 cells; Huh7 miR-122 Renilla luciferase sensor, 48 h; neutral wells = 0, positive control = 100; activation (reporter increase), % at 12.5 µM; 340,000 compounds, 0.3% hits; AID 602342;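 active means mean replicate activation score at least 90 and every replicate individually at or above 90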;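 further: higher luciferase means less miR-122 activity so hits act as miR-122 inhibitors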
CFTR F508del cor – CFTR F508del correction in bronchial cells | CFBE cells, YFP halide quenching; stimulated with forskolin plus potentiator P3; % fluorescence drop versus neutral controls | activity (quench increase), % at 7.58 µM | 350,000 compounds, 0.36% hits | AID 720511;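 active means mean added fluorescence quench of at least 8% versus neutral control, with both replicates also reaching 8%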;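 further: cells transiently co-express mutant CFTR-F508del with the halide-sensitive YFP; corrector assay measuring rescue of mutant channel to the surface after 24 h compound exposure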
C2C12 statin – suppressors of simvastatin-induced myotoxicity in C2C12 myotubes; 330,000 compounds, 0.78% hits; rescue of ATP level, % at 7.49 µM; ATP luminescence, 48 h; scaled: DMSO 0, geranylgeraniol control 100;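 active means mean ATP rescue above about 67%, or every replicate alone reaching that limit, limit read from the data, passing the limit was not always enough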;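 further: myotubes were challenged with 10 µM simvastatin during compound exposure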
INS-1E GSIS act – primary screen for activators of insulin secretion dependent on glucose, INS-1E cells, GLuc reporter luminescence; 370,000 compounds, 0.61% hits; activation, % at 16.6 µM; AID 743287; INS-1E GLuc reporter insulin secretion, 2-3 h;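 active means lowest replicate activation of at least 40%, so every replicate reaches that level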;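 further: 0% = median of neutral control wells and 100% = median of IBMX positive control wells; some compounds called inactive have numbers as strong as hits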
PglD DTNB – PglD (C. jejuni) enzyme inhibition. 360,000 compounds, 0.098% hits. purified PglD enzyme, DTNB colorimetric CoA detection. inhibition, % at 12.5 µM; in the data active means inhibition above about 16%, passing the limit was not always enough; further: strong numbers were not always called active
PGC1a acetyl inh – lowers PGC1a acetylation signal in U2OS cells | AID 651687 | 350,000 compounds, 0.17% hits | AlphaScreen anti-acetyl-lysine; with virally co-expressed GCN5 acetyltransferase | inhibition, % at 15.6 µM;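 active means every replicate shows inhibition of at least 40%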;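 further: 0% = neutral control wells and 100% = positive control wells; some results beyond the cut were filed as inactive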
An asterisk follows results filed as active; nt = not tested or not shown; & = joins results of further samples; [ ] = another dose, or the depositor's remark. This is a random part of the collection; 2.1% or so of the library scored in one or more.

SMILES	FN deposition inh	Cneo AK release	INS-1E GSIS act	miR-122 sensor	C2C12 statin	CFTR F508del cor	PglD DTNB	PGC1a acetyl inh
O=c1c2ccccc2nnn1CSc1nnc(Nc2ccccc2)s1	5	7	nt	10	2	nt	2	-14
COc1ccc(C2=NN(C(=O)c3cccc([N+](=O)[O-])c3)C(c3cccc([N+](=O)[O-])c3)C2)cc1 (stereo not drawn)	nt	2	nt	0	16	nt	-9	8
O=S(=O)(N[C@H]1CC[C@H](CCn2cc(C3(O)CCCC3)nn2)O[C@H]1CO)c1ccc(F)cc1	nt	-9	11	nt	4	1.5	-2	-1
CC(C)(C)n1nc2c(c1NC(=O)c1c(F)cccc1F)CS(=O)(=O)C2	10	0	15	1	29	-0.2	-4	0
CC1CN(C(=O)CCNC(=O)c2ccc(Cl)cc2)CC(C)O1 (stereo not drawn)	nt	-2	14	3	-16	0.7	4	6
N/C(COc1cccc(Cl)c1)=N\NS(=O)(=O)c1ccccc1	nt	-1	20	0	-2	nt	1	7
Cc1ccccc1-c1ccc2c(c1)O[C@H](CN(C)Cc1ccc(C(=O)O)cc1)[C@H](C)CN([C@H](C)CO)S2(=O)=O	-1	-2	6	9[16.7 µM]	-3	-3.0	0	0
CC(C)CNC(=S)N1CCC(Cc2ccccc2)CC1	nt	6	-36	0	1	-1.1	-1	nt
CCCNC(=O)N(C)C[C@H]1Oc2ncc(-c3ccncc3)cc2C(=O)N([C@H](C)CO)C[C@H]1C	-7	-1	14	5[16.7 µM]	3	-0.8	-1	-5
C[C@@H]1CN([C@H](C)CO)S(=O)(=O)c2ccc(C3=CCCC3)cc2O[C@H]1CN(C)Cc1ccccn1	-3	0	16	3[16.7 µM]	-45	-0.3	1	12
COc1cc(C(=O)N/N=C/c2cn(Cc3ccccc3)c3ccccc23)ccc1O	2	10	-4	nt	-5	-0.4	-2	nt
CS(=O)(=O)N1CCN=C1SCc1ccc(F)cc1	6	1	14	-3	0	1.7	5	-3
CC1(C)CC2CC(C)(CN2S(=O)(=O)c2ccc(C(=O)Nc3cccc(S(=O)(=O)N4CCOCC4)c3)cc2)C1 (stereo not drawn)	-11	-4	nt	-14	nt	nt	7	19
NC(=O)Cn1c(=O)n(C2CCCCC2)c(=O)c2c3c(sc21)CCCCC3	-1	nt	0	10	7	-0.5	nt	-8
CNC[C@H]1Oc2ccc(NC(=O)C3CC3)cc2CC(=O)N([C@H](C)CO)C[C@H]1C	nt	-1	28	0[16.7 µM]	-12	-3.1	-1	-3
C[C@H]1CCCCO[C@H](CN(C)CC2CC2)[C@@H](C)CN([C@@H](C)CO)C(=O)c2cc(NC(=O)C3CCCCC3)ccc2O1	nt	37	-7	4[16.7 µM]	nt	1.2	8	6
COc1ccc(NC(=O)N2CCCCN3[C@@H](CO)[C@@H](c4ccc(C#Cc5ccccn5)cc4)[C@@H]3C2)cc1	nt	1	-15	5[16.7 µM]	-10	2.9	-2	1
COc1ccc(C2=CCCCCC2)cc1OC	nt	-3	12	-2	16	-2.4	6	2
COc1ccc(CCN(C)C(=O)N2CCOCC2)cc1OC	-6	-1	nt	3	0	nt	-6	6
COc1cc(OC)cc(C(=O)NC(C)CNc2ccc(Cl)cc2[N+](=O)[O-])c1 (stereo not drawn)	-2	0	-15	0	2	-2.9	-5	-10
Cc1cc(NC(=O)CC23CC4CC(C2)CC(CC(=O)Nc2cc(C)on2)(C4)C3)no1	-2	15	nt	11	nt	nt	-2	nt
C[C@H](CO)N1C[C@H](C)[C@H](CN(C)CC2CCCCC2)Oc2ccc(NS(=O)(=O)c3ccc(F)cc3)cc2CC1=O	-11	4&1	-4&-30	-6[16.7 µM]	-16&4	0.4&0.2	0&-7	1
O=C(CSc1nc2ccsc2c(=O)n1NC(=O)c1ccccc1)NCc1ccco1	-8	0	-4	20	-1	nt	0	4
O=C(CCCC(=O)N(CC(=O)NC1CCCCC1)c1ccc(F)cc1)Nc1ccccn1	-1	0	-17	nt	14	-0.5	0	nt
CCCCN(CCCC)S(=O)(=O)c1ccc(N2CCCC2=O)c([N+](=O)[O-])c1	-2	-3	nt	-1	3	nt	-1	-5
CCc1cnc(N2[C@H](C#N)[C@@H](c3ccc(C#Cc4ccccc4F)cc3)[C@H]2CO)s1	nt	-1	-13	nt	29	-2.0	2	-33
O=C(CSc1nnc(-c2ccccc2Cl)o1)N1CCCCC1	-9	-1	4	-3	9	2.1	-1	nt
COc1ccc2c3c([nH]c2c1)[C@@H](CO)N(S(C)(=O)=O)CC31CN(CC2CCOCC2)C1	0	nt	3	nt	nt	0.3	nt	14
OC(COCC1COc2ccccc2O1)CN1CCN(c2ccccn2)CC1 (stereo not drawn)	1	-6&-1	0	-4	2&-8	2.1	5&3	9&3
Cn1c(=O)c2[nH]c(Cc3cccc(O)c3)nc2n(C)c1=O	11	0	nt	-4	-5	-4.9	-9	3

Sorted by the number under PglD DTNB (smallest number first): three of the compounds above
compound | PglD DTNB
COc1ccc(C2=NN(C(=O)c3cccc([N+](=O)[O-])c3)C(c3cccc([N+](=O)[O-])c3)C2)cc1 (stereo not drawn) | -9
COc1cc(C(=O)N/N=C/c2cn(Cc3ccccc3)c3ccccc23)ccc1O | -2
N/C(COc1cccc(Cl)c1)=N\NS(=O)(=O)c1ccccc1 | 1

(listing goes on)
SMILES	FN deposition inh	Cneo AK release	INS-1E GSIS act	miR-122 sensor	C2C12 statin	CFTR F508del cor	PglD DTNB	PGC1a acetyl inh
O=C(CN1C(=O)NC2(CCCC2)C1=O)Nc1cc(C(F)(F)F)ccc1N1CCOCC1	4	2	nt	1	1	2.7	4	-38
NC(=O)C1CCN(c2ccc(C(F)(F)F)cc2[N+](=O)[O-])CC1	-9	0	-3	-1	12	nt	2	-16
COc1ccc(/C=N/n2c(C3CCCCC3)n[nH]c2=S)c(OC)c1	-1	0	13	-4	-5	-0.6	-1	7
CS(=O)(=O)c1ccc(CNC(=O)C2(C(F)(F)F)C/C(=C\Cc3ccccc3)CCCO2)cc1 (stereo not drawn)	-19	-5	nt	nt	2	1.0	-7	nt
COc1ccc(CN(C)C(=O)C(Cc2ccccc2)NC(=O)c2ccccc2)c(OC)c1OC (stereo not drawn)	11	0	-12	3	7	2.9	-3	-6
COc1cc(/C=N/O)ccc1OCc1ccc(C(=O)O)cc1	3	-6	nt	-5	nt	nt	-3	-6
COc1ccc(-c2cnc3c(c2)C(=O)N([C@@H](C)CO)C[C@H](C)[C@@H](CN(C)C(=O)Cc2ccccc2)O3)cc1	nt	-7	-21	2[16.7 µM]	4	-0.1	1	-6
Cc1noc(C)c1S(=O)(=O)N(C)C[C@@H]1Oc2ccc(NS(=O)(=O)c3cn(C)cn3)cc2CC(=O)N([C@H](C)CO)C[C@H]1C	1	-1	6	0[16.7 µM]	-20	-1.5	-2	-4
O=C(c1ccc(Cl)c(Cl)c1)N1CCOCC1	nt	1	11	1	4	nt	-2	10
CCOC(=O)C1=C(C)N(CCO)C(=O)NC1c1ccccc1 (stereo not drawn)	nt	2	7	17	6	1.8	-8	-14
COc1ccc(NC(=O)N(C)C[C@H]2Oc3ccc(NS(=O)(=O)c4cccs4)cc3CC(=O)N([C@@H](C)CO)C[C@@H]2C)cc1	4	1	11	8[16.7 µM]	-23	-4.8	6	2
CC(NC(=O)COC(=O)c1c[nH]c2ccccc12)c1ccccc1 (stereo not drawn)	0	nt	-16	7	4	-4.4	nt	1
COc1ccc(S(=O)(=O)Nc2ccc3c(c2)COC3=O)cc1OC	-3	0	nt	150*	33	nt	-3	nt
COc1ccc2c(c1)CC(C1(O)C(=O)N(C)c3ccccc31)C2=O (stereo not drawn)	nt	0	nt	2	3	nt	6	9
CCOCCSc1n[nH]c(=O)n1CCc1ccccc1	-4	2	11	-18	-10	-1.2	5	2
NC(=O)N/N=C/c1cccc(C(F)(F)F)c1	1	-20	nt	3	4	0.6	1	13
COc1ccc(/C=C/C(=O)O)cc1S(=O)(=O)NCc1cccnc1	8	4	-1	8	5	1.0	6	19
CC(C)NC(=O)N(C)C[C@@H]1Oc2c(NS(=O)(=O)c3ccc(F)cc3)cccc2C(=O)N([C@@H](C)CO)C[C@@H]1C	-6	0	12	4[16.7 µM]	0	0.6	-4	-7
CCC(=O)N[C@H]1CC[C@@H](CC(=O)OC)O[C@@H]1CO	nt	-1	-6	9[16.7 µM]	-1	-5.0	-4	nt
O=C(NC1CCCCC1)C(c1ccc(F)cc1)N(CCN1CCOCC1)C(=O)c1ccc(-c2ccccc2)[nH]1 (stereo not drawn)	3	nt	-7	nt	nt	1.5	nt	-4
COc1ccc(N2C(=O)C3CCCN3C2c2cccc(OC)c2)cc1 (stereo not drawn)	5	2	15	-6	0	0.7	-6	-3
Cc1noc(C)c1NC(=O)N(C)C[C@H]1OCCCC[C@@H](C)Oc2ccc(NC(=O)Cc3ccccc3)cc2C(=O)N([C@@H](C)CO)C[C@H]1C	nt	1	-1	4[16.7 µM]	nt	-0.1	-3	4
CC(C)N1CCC(C)(C(=O)Nc2ccc(Cl)c(Cl)c2)C1 (stereo not drawn)	-9	0	2	-2	4	-1.0	19	1
COCCCn1c(C(=O)NC2CCCCC2C)cc2c(=O)n3cccc(C)c3nc21 (stereo not drawn)	-4	-2	2	0	-21	-1.8	2	0
O=C(Nc1ccc(F)cc1)N[C@@H]1CC[C@@H](CCn2cc(-c3ccc(F)cc3)nn2)O[C@@H]1CO	6	0	11&4	nt	4	2.0&-0.3	0	-14
Cc1c(NC(=O)Nc2c(Cl)cccc2Cl)c(=O)n(-c2ccccc2)n1C	8	0	2	nt	6	-1.2	2	nt
Cc1nc(NCCc2ccc(F)cc2)c2nnn(Cc3ccccc3)c2n1	-1	-2	13	-4	-3	2.9	-1	nt
C/C(=N/NC(=O)CSCc1ccc(Cl)cc1)c1cccc(NC(=O)c2ccccc2)c1	-9	-1	nt	-3	-1	nt	-1	nt
Cc1ccc(S(=O)(=O)NCC(=O)OCC(=O)N(C)C2CCCCC2)cc1	-1	2	-44	nt	-1	0.2	4	nt
CCOc1ccc(C(CC(=O)O)NS(=O)(=O)c2ccc(C)cc2)cc1OC (stereo not drawn)	nt	0	nt	-9	8	nt	1	-16
COc1ccc(CC(=O)NNC(=S)NC(=O)c2cc(OC)c(OC)c(OC)c2)cc1	1	-3	nt	-1	-3	5.7	-1	-16
CC(C)NC(=O)Nc1cccc2c1O[C@@H](CN(C)Cc1ccc(C(F)(F)F)cc1)[C@@H](C)CN([C@H](C)CO)C2=O	nt	-6	0	5[16.7 µM]	8	-0.2	18	-10
C[C@H](CO)N1C[C@H](C)[C@H](CN(C)Cc2ccccc2C(F)(F)F)OCc2cnnn2CCCC1=O	-4	-2	-9	5[16.7 µM]	-5	3.0	-3	-4
O=C(CNC(=O)c1ccco1)NCC(=O)OCC(=O)c1ccc(Cl)c([N+](=O)[O-])c1	13	0	8	2	3	-0.8	6	2
O=C(COC(=O)CCC(=O)c1cccs1)NCc1cccs1	-8	3	nt	-5	-7	1.0	-4	10
CC(=O)Nc1ccc(C(=O)NCC(c2ccco2)N(C)C)cc1 (stereo not drawn)	nt	1	38	-13	nt	1.0	-5	0

High-throughput results as filed in PubChem BioAssay.
